Screens: PubChem BioAssay, several laboratories
Myeloid diff MLP: induction of myeloid progenitor differentiation, primary screen, cell-based, flow cytometry, MLPCN library; ER-HoxA9 myeloid progenitors, lysozyme-GFP differentiation; calls only at 10 µM; 360,000 tested, 1% active;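 active = normalized GFP-positive differentiation at or above the plate's own cutoff, the solvent-only control mean plus 3 SD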;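 note: cells exposed to compound for four days before flow analysis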
UTI89 phage lysis: inhibition of K1F phage lysis, E. coli UTI89, bacterial capsule biogenesis inhibitors, alamar blue (AID 488966); E. coli UTI89 K1F phage lysis, alamar blue, 2 h; higher % means a stronger effect; 340,000 tested, 0.02% active; inhibition, % at 100 µM, or IC50 in µM where a hit was titrated;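 active = phage lysis inhibition, versus mean bacterial control, above a set limit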;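 note: capsule biogenesis inhibitors block K1F phage lysis so surviving cells raise fluorescence; higher fluorescence means more inhibition of phage lysis; actives were called in the ten point dose series up to 300 µM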
Myeloid diff MLP GFP+ MAC1+ %: also measured in Myeloid diff MLP; calls as there; GFP+ MAC1+ double positive, %; measured here: differentiation confirmed by MAC1 staining
An asterisk follows results filed as active; i = inactive; [ ] = another dose, or the depositor's remark. A portion of the library; count on the stated rates, not on these rows.

SMILES	Myeloid diff MLP	Myeloid diff MLP GFP+ MAC1+ %	UTI89 phage lysis
ClCCn1cnc2c(SCc3ccccc3)ncnc21	i	0.6	-1.1%
CCN(CC)CCOC(=O)C(c1ccccc1)C1CCCCC1 (stereo unspecified)	i	4.4	5.2%
Cc1cccn2c(=O)nc(SCC(=O)c3ccc(Cl)cc3)nc12	i	0.2	-0.7%
COCCNC(=O)c1cc(-c2ccccc2)n(Cc2cc(C)no2)n1	i	0.9	0.4%
CC[C@H](C)[C@H](NC(=O)c1ccc(Cl)cc1)C(=O)OCC(=O)c1c(N)n(C)c(=O)n(C)c1=O	i	1.0	0.0%
Cc1ccc(NC(=O)CN(C)C(=O)COC(=O)c2nc3nccc(C)n3n2)cc1	i	2.2	1.6%[50 µM]
CCOC(=O)C1=C(C(=O)OCC)c2ccc(OC)c(OC)c2C1	i	0.9	-1.1%
CNC(=O)NC(=O)CSc1ccc(S(=O)(=O)N2CCOCC2)cn1	i	1.9	0.8%[50 µM]
CCOC(=O)c1c(NC(=O)C(C)OC(=O)C2=COCCO2)sc2c1CCCC2 (stereo unspecified)	i	0.6	-0.3%[50 µM]
COc1ccc(C(C#N)N2N=C(C)CC2c2ccccc2)cc1 (stereo unspecified)	i	0.8	0.1%
Cc1ccc(NC(=O)c2ccc(S(=O)(=O)NCc3ccco3)cc2)nc1	i	0.4	0.8%[50 µM]
Cc1ccc(S(=O)(=O)N2CCOCC2)cc1NC(=O)c1cc2ccccc2oc1=O	i	1.5	0.9%
COc1ccccc1NC(=O)COC(=O)C1CC(=O)N(c2ccc3c(c2)OCCO3)C1 (stereo unspecified)	i	0.8	1.9%[50 µM]
C=CCNC(=O)c1cnc(-c2ccccc2)nc1-c1ccccc1	i	0.7	-0.1%
O=C(Nc1ccc(Cl)c(S(=O)(=O)N2CCOCC2)c1)C1CCC1	i	1.8	0.6%[50 µM]
Cc1ccnc2nc(C(=O)OCC(=O)c3ccc(Cl)cc3)nn12	i	1.6	0.0%[50 µM]
COc1ccc(C(=O)Nc2cc3c4c(c2)C(C)C(=O)N4CCC3)cc1OC (stereo unspecified)	i	0.5	1.0%[50 µM]
CC1C(=O)NN=C1c1ccc([N+](=O)[O-])cc1 (stereo unspecified)	i	1.1	-2.8%
O=C(O)/C=C/C(=O)c1ccc2c(c1)CCc1ccccc1-2	i	0.4	-1.1%
Cc1cc(C)n(CCCNC(=O)COc2ccc([N+](=O)[O-])cc2)n1	i	1.6	0.2%[50 µM]

Additional results:
SMILES	Myeloid diff MLP	Myeloid diff MLP GFP+ MAC1+ %	UTI89 phage lysis
C=CC[C@@H](CC(=O)N[C@@H](CO)Cc1ccccc1)C(=O)NC[C@H](OC(=O)[C@@H](CC=C)Cc1ccc(F)cc1)c1ccccc1	i	1.9	0.7%
N#Cc1ccccc1S(=O)(=O)N1CCN(CC(=O)NC(=O)NC2CCCCC2)CC1	i	0.6	0.2%[50 µM]
CCN(C(=O)COC(=O)c1cc([N+](=O)[O-])ccc1N1CCOCC1)C1CCS(=O)(=O)C1 (stereo unspecified)	i	1.4	1.4%[50 µM]
Fc1ccc2cc(-c3ccccc3)ncc2c1	i	1.3	0.0%
O=S(=O)(c1ccc(SCCOc2ccc(Cl)cc2)nc1)N1CCCC1	i	0.8	0.7%[50 µM]
CCOc1ccc(NC(=O)COC(=O)c2ccc3ncsc3c2)cc1OCC	i	0.1	1.2%[50 µM]
Cc1c(C(=O)NNC(=O)c2ccncc2)oc2ccc(Br)cc12	i	0.4	0.8%[50 µM]
O=C(O)C1C2CCC(C2)C1C(=O)Nc1ccc(Cl)c(Cl)c1 (stereo unspecified)	i	0.3	0.3%
C=CCn1c(C)cc(C(=O)COc2ccc(N(C)S(=O)(=O)c3ccc(NC(C)=O)cc3)cc2)c1C	i	0.1	-0.1%[50 µM]
O=C(Cc1c(F)cccc1Cl)NNC(=O)c1ccccc1Cl	i	0.4	1.7%[50 µM]
CC(C)CN(C(=O)CN(C)C(=O)c1ccco1)c1c(N)n(CC(C)C)c(=O)[nH]c1=O	i	0.2	1.7%[50 µM]
Cc1ccc(S(=O)(=O)c2cc(Nc3ccccc3)ccc2O)cc1	i	2.6	-0.8%
COc1ccc(-c2ccc3c(c2)S(=O)(=O)c2cccc(C(=O)O)c2C3=O)cc1OC	i	4.5	0.4%
COCCN(Cc1cc2cc(C)ccc2n2nnnc12)C(=S)Nc1ccc(OC)cc1	i	0.4	0.2%
Cc1cccc(/C=N/NC(=O)C[n+]2ccccc2)c1	i	0.5	0.8%[50 µM]
CC(C)NC(=O)Nc1cccc2c1O[C@@H](CN(C)S(=O)(=O)c1ccc(F)cc1)[C@@H](C)CN([C@H](C)CO)C2=O	i	2.9	0.1%
O=C(COC(=O)c1cc(S(=O)(=O)N2CCOCC2)c(Cl)cc1Cl)c1ccc[nH]1	i	0.8	1.2%[50 µM]
CC(OC(=O)c1ccc2c(c1)OCCO2)C(=O)c1ccccc1 (stereo unspecified)	i	1.8	0.9%[50 µM]
COc1cccc(C(=O)NCCS(=O)(=O)NCc2cccs2)c1	i	0.9	-0.1%[50 µM]
Cc1ccc(S(=O)(=O)N2CCN(S(=O)(=O)c3ccccc3Br)C2=O)cc1	i	1.3	0.1%

The list goes on:
SMILES	Myeloid diff MLP	Myeloid diff MLP GFP+ MAC1+ %	UTI89 phage lysis
O=C(COC(=O)COc1ccc(Cl)cc1)Nc1ncc(Br)s1	i	1.4	1.5%[50 µM]
CN(CC(=O)O)Cc1oc(CO)cc(=O)c1O	i	1.7	-1.5%
O=C(CN1C(=O)NC2(CCCCC2)C1=O)N1CCN(S(=O)(=O)c2ccc(Cl)s2)CC1	i	1.4	1.5%[50 µM]
Nc1cccc(O)c1	i	0.6	-1.1%
O=C(CCNC(=O)c1ccccc1)NN=Cc1ccc(Br)o1	i	1.6	-2.2%
Cc1ccc(NC(=O)c2ccc(Cl)c(S(=O)(=O)N3CCCCCC3)c2)nc1	i	0.1	-0.2%[50 µM]
COc1ccc(CCC(=O)OCC(=O)c2ccc[nH]2)cc1OC	i	0.9	0.1%[50 µM]
CCN(CC)S(=O)(=O)c1cccc(NC(=O)c2cccc(S(=O)(=O)N3CCCC3)c2)c1	i	0.9	0.7%[50 µM]
O=C(NNc1c(F)c(F)cc(F)c1F)c1ccco1	i	0.8	-0.2%[50 µM]
Cc1ccc(/C=C/S(=O)(=O)NCCC(=O)NCc2ccc(F)cc2)cc1	i	1.9	0.6%[50 µM]
CC(NC(=O)COC(=O)Cn1cc(C(F)(F)F)ccc1=O)c1ccccc1 (stereo unspecified)	i	0.1	0.9%[50 µM]
N#Cc1ccccc1S(=O)(=O)N1CCN(C(=O)c2ccc(-n3cncn3)c([N+](=O)[O-])c2)CC1	i	0.9	0.6%[50 µM]
NC(=O)Nc1ccc(C(=O)OCC(=O)NC2CCCc3ccccc32)cc1 (stereo unspecified)	i	0.9	0.1%
CC(=O)N1C[C@H]2CON(C)[C@H]2C[C@H]1c1cccc(-c2ccccc2C)c1	i	0.4	-0.1%
NC(=O)C1CCN(C(=O)COc2ccc3c4c(c(=O)oc3c2)CCCC4)CC1	i	1.7	6.1%
Cc1cnc(C(=O)OCC(=O)Nc2ccc(Cl)cn2)cn1	i	0.7	1.4%[50 µM]
Cc1ccc(N(Cc2ccccc2)C(=O)c2ccc(Cl)c(S(=O)(=O)N3CCOCC3)c2)cc1	i	0.6	0.1%[50 µM]
COc1ccc2oc(C(=O)Nc3cccc(S(=O)(=O)N4CCOCC4)c3)c(C)c2c1	i	0.7	1.4%[50 µM]
COc1ccc(C(=O)NNC(=O)c2cc(C)nc3ccccc23)cc1	i	0.8	0.3%[50 µM]
COC(=O)c1sccc1NC(=O)C12CC3CC(CC(C3)C1)C2	i	0.7	-0.1%

Random excerpt: 6 entries already listed
SMILES	Myeloid diff MLP	Myeloid diff MLP GFP+ MAC1+ %	UTI89 phage lysis
Cc1ccc(NC(=O)c2ccc(Cl)c(S(=O)(=O)N3CCCCCC3)c2)nc1	i	0.1	-0.2%[50 µM]
COc1ccc(C(=O)NNC(=O)c2cc(C)nc3ccccc23)cc1	i	0.8	0.3%[50 µM]
O=C(CCNC(=O)c1ccccc1)NN=Cc1ccc(Br)o1	i	1.6	-2.2%
NC(=O)C1CCN(C(=O)COc2ccc3c4c(c(=O)oc3c2)CCCC4)CC1	i	1.7	6.1%
O=C(COC(=O)COc1ccc(Cl)cc1)Nc1ncc(Br)s1	i	1.4	1.5%[50 µM]
CN(CC(=O)O)Cc1oc(CO)cc(=O)c1O	i	1.7	-1.5%

Going on with the list.
SMILES	Myeloid diff MLP	Myeloid diff MLP GFP+ MAC1+ %	UTI89 phage lysis
O=C(CCC1CCCC1)NCCS(=O)(=O)N1CCN(c2ccccc2)CC1	i	0.7	-1.1%
C[C@H]1COC(=O)CCCC/C=C\C[C@H](CC(=O)N(CCO)Cc2ccccc2)C(=O)N1	i	1.8	1.4%
C/C=C/C1=CC(=O)C[C@H](c2ccc3c(c2)OCO3)C1	i	1.1	1.7%
Cc1ccc(C(=O)OCC(=O)Nc2cc(C(C)(C)C)nn2-c2ccccc2)c(O)c1	i	0.6	0.4%[50 µM]
O=C1c2ccccc2NC(c2cc(Cl)cc(Cl)c2O)N1Cc1cccnc1 (stereo unspecified)	i	0.7	0.1%
COc1ccc(CCNC(=O)COC(=O)c2cc(=O)c3ccccc3o2)cc1	i	0.5	0.3%[50 µM]
CN(C)C(CNC(=O)c1cccc(S(=O)(=O)Nc2ccccc2Cl)c1)c1ccco1 (stereo unspecified)	i	0.7	0.6%[50 µM]
COc1ccc(NC(=O)Nc2ccc3c(c2)C(=O)N([C@H](C)CO)C[C@H](C)[C@@H](CN(C)C(=O)Nc2ccc(C(F)(F)F)cc2)O3)cc1	i	0.9	5.8%
C=CCn1nc2ccccc2c1OC	i	1.6	1.4%
Cc1c(Cl)cnc(NC(=O)COC(=O)C2CC3CCCC(C2)C3=O)c1Cl (stereo unspecified)	i	1.1	0.3%[50 µM]
Cc1cc2c(cc1C)N[C@]1(C[C@H]3CCCC(=O)N4CC[C@@H](C1)[C@@H]34)C(=NC(C)(C)CC(C)(C)C)N2	i	1.5	0.0%
CCN(C(=O)COc1ccccc1C(=O)NCc1ccccc1)C1CCS(=O)(=O)C1 (stereo unspecified)	i	0.7	-0.1%[50 µM]
CCc1noc(C)c1C(=O)OC(C)C(=O)NCc1ccc(OC)cc1 (stereo unspecified)	i	1.0	1.0%[50 µM]
O=C1Cc2cc(O)ccc2O1	i	0.9	2.0%
CCO[C@H]1OC(C(N)=O)=C[C@@H](C(C)(C)C)[C@@H]1CCCO	i	3.0	0.0%
Cc1noc(C)c1NC(=O)N(C)C[C@H]1Oc2c(NC(=O)NC(C)C)cccc2C(=O)N([C@H](C)CO)C[C@@H]1C	i	1.1	2.2%
O=C(Nc1ccc(N2CCOCC2)cc1)C1=NN(c2ccccc2)C(=O)CC1	i	0.2	0.7%[50 µM]
COc1cc(NC(=O)COC(=O)CO/N=C(\C)c2ccc3c(c2)OCO3)cc(OC)c1OC	i	0.5	0.0%[50 µM]
OCc1nc2ccccc2n1CCOc1ccccc1	i	0.8	0.1%
CC1CC(C)(C)CC2(C1)NC(=O)N(CC(=O)OCC(=O)Nc1cc(S(=O)(=O)N3CCCCC3)ccc1Cl)C2=O (stereo unspecified)	i	1.0	0.9%[50 µM]

(next part)
SMILES	Myeloid diff MLP	Myeloid diff MLP GFP+ MAC1+ %	UTI89 phage lysis
O=C(N[C@H]1CCC(=O)N([C@H](CSc2ccc(Br)cc2)Cc2ccccc2)CC1)OCc1ccccc1	i	4.7	-0.7%
C[C@H](O)[C@H](O)[C@H]1CNc2nc(N)[nH]c(=O)c2N1	i	3.2	3.0%
Oc1ccc(C[C@H]2CNC(=S)N2CC2CCCN2C[C@H](Cc2ccc(O)cc2)N2C[C@H](Cc3ccc(O)cc3)N(CC3CCCCC3)C2=S)cc1 (stereo partly specified)	i	0.9	0.4%
NS(=O)(=O)c1cccc(NC(=O)COC(=O)/C=C/c2nc3ccccc3s2)c1	i	1.2	-1.2%
COc1ccc(C(=O)Nn2c(C)nc3ccccc3c2=O)cc1OC	i	0.2	0.2%
CN1CCN(C(=O)C2=C[C@H](c3ccc(C(F)(F)F)cc3)C[C@H](OCCCCO)O2)CC1	i	1.1	2.0%
CCN(CC)CCNC(=O)c1ccc(NC(=O)c2ccc(S(=O)(=O)N3CCCCCC3)cc2)cc1	i	0.7	0.7%[50 µM]
CN(CC(=O)NCc1ccco1)C(=O)C1CC(=O)N(c2ccc3c(c2)OCCO3)C1 (stereo unspecified)	i	1.5	0.5%[50 µM]
Cc1cccc(C(=O)NC(=S)Nc2c(C)n(C)n(-c3ccccc3)c2=O)c1	i	1.6	-1.1%
COc1cccc(CNC(=O)CSc2nc3ccc(C)cc3[nH]2)c1	i	0.8	-0.1%
Cc1csc(SC(C)C(=O)NCC2CCCO2)n1 (stereo unspecified)	i	0.8	-0.1%[50 µM]
C[C@@]12C(=O)N(Cc3ccc(Cl)cc3)CC(=O)N1[C@H]1c3ccccc3OC[C@@H]1[C@@H]2c1ccccc1	i	1.7	0.3%
